Screening data (PubChem BioAssay)
hIAP act: human IAP activators, primary screen, biochemical, luminescence, uHTS; AID 2524, 2010; Intestinal-type alkaline phosphatase (Homo sapiens), P09923; actives 0.16% (n = 330,000); purified human IAP, CDP-Star luminescence, 30 min; active compounds read high; 1 = vehicle-only enzyme, 0 = enzyme-free background; activation factor at 10 µM;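 active = activation factor of the enzyme at least 2-fold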; note: the source names both 10 and 20 µM as test concentration; values of inactives mirror those of a sister screen read the other way
mIAP activ: activators of mouse IAP, primary screen, biochemical, luminescence, uHTS. intestinal alkaline phosphatase [Mus musculus]. muIAP, CDP-Star luminescence, 30 min; active compounds read high; 1 = vehicle-only enzyme signal, 0 = enzyme-free wells. activation factor at 10 µM. actives 0.24% (n = 330,000). AID 2805, 2010;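 active = activation factor of at least 2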; note: the source names both 10 and 20 µM as test concentration; values of inactives mirror those of a sister screen read the other way
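System: mouse IAP enzyme. Reagent: CDP-Star chemiluminescent phosphatase substrate. Benchmarks: DMSO wells, no-enzyme wells. Times: 30 min enzyme-substrate-compound incubation at room temperature. Detection: luminescence from enzymatic CDP-Star hydrolysis. Doses: test compounds delivered from DMSO solution.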
hIAP inh: human IAP inhibitors, primary screen, biochemical, luminescence, uHTS. purified IAP, CDP-Star luminescence, 30 min. inhibition, % at 10 µM. actives 0.12% (n = 330,000). Intestinal-type alkaline phosphatase (Homo sapiens), P09923;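 active = inhibition reaching a set limit with compound at 10 µM in the primary screen, cut at about 35% in these data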;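 note: plate controls were DMSO wells with enzyme for no effect and no-enzyme buffer wells for full effect; values of inactives mirror those of a sister screen read the other way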
APOBEC3A inh: APOBEC3A ssDNA deaminase inhibitors, primary screen, selectivity assay for APOBEC3G inhibitor project, biochemical, FAM/TAMRA oligo cleavage fluorescence | DNA dC->dU-editing enzyme APOBEC-3A (Homo sapiens), P31941 | recombinant A3A, FAM/TAMRA ssDNA deamination fluorescence | inhibition, % at 20 µM | actives 0.41% (n = 330,000);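 active = at least 40% inhibition at 20 µM here, with at most 30% in a related deaminase screen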;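 note: plate controls were A3A with DMSO for no effect and wells lacking A3A enzyme for full effect; some results filed as inactive read as strong as hits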
Target sequence (P31941 whole entry, looked up): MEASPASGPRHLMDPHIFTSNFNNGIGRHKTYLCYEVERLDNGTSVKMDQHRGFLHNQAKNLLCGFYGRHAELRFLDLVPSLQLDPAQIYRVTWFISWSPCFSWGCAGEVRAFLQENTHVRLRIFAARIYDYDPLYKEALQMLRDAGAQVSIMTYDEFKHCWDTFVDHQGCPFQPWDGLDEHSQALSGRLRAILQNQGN
A3G deaminase: APOBEC3G DNA deaminase inhibitors, primary screen, biochemical, fluorescence, single-stranded DNA substrate, uHTS; recombinant A3G, ssDNA deamination FAM/TAMRA fluorescence; DNA dC->dU-editing enzyme APOBEC-3G (Homo sapiens), Q9HC16; actives 0.28% (n = 330,000); inhibition, % at 20 µM;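 active = inhibition of at least 40% at 20 µM, with no more than 30% in the related APOBEC3A deaminase screen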;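 note: plate controls were DMSO wells with A3G for no effect and wells lacking A3G enzyme for full effect; some compounds called inactive have numbers as strong as hits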
Target sequence (Q9HC16 whole entry, looked up): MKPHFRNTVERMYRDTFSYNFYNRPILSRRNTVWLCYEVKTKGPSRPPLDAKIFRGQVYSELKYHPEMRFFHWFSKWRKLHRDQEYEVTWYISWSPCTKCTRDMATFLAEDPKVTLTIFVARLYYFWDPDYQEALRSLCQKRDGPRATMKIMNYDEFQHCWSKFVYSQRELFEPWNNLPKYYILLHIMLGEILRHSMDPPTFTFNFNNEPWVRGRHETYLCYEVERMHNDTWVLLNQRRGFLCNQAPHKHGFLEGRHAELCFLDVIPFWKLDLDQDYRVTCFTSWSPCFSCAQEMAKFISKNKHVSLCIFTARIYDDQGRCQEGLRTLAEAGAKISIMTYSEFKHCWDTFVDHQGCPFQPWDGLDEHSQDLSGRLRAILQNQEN
mIAP inh: inhibitors of mouse IAP, primary screen, biochemical, luminescence, uHTS | purified mouse IAP, CDP-Star luminescence, 30 min | inhibition, % at 10 µM | actives 0.2% (n = 330,000) | AID 2806, 2010;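 active = inhibition of at least 40% at 10 µM in the primary screen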;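 note: plate controls were DMSO with enzyme for no effect and no enzyme wells for full effect; values of inactives mirror those of a sister screen read the other way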
SENP1 inh: human SENP1 catalytic domain inhibitors, primary screen, biochemical, FRET, uHTS; Sentrin-specific protease 1 (Homo sapiens), Q9P0U3; recombinant SENP1 catalytic domain, CyPet-SUMO1-YPet FRET cleavage; inhibition, % at 10 µM; actives 0.21% (n = 360,000);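 active = inhibition at least 30% at 10 µM, raw YFP signal under a set limit, fluorescence ratio 0.5 to 1.5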;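 note: 0% = enzyme with DMSO and 100% = no enzyme wells; some results filed as inactive read as strong as hits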
Target sequence (Q9P0U3 419-644 limits assumed): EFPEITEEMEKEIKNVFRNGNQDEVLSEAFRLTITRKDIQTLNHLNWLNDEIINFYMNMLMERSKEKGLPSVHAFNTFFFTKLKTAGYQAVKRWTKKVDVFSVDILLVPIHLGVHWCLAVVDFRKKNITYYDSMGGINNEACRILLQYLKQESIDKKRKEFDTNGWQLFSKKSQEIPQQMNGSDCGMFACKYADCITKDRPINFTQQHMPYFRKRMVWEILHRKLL
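material = recombinant human SENP1 catalytic domain, His6-tagged | quantity = 20 pM enzyme | reagent = 25 nM SUMO1 FRET substrate | compound dosing = 10 µM single point, 0.5% DMSO | timing = 50 min enzyme reaction, room temperature, light-protected | detection = FRET, CFP and YFP emission | control set = no-enzyme low, enzyme-DMSO high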
beta cell repl: inducers of MIN6 beta-cell proliferation, primary screen, ATP luminescence, uHTS; MIN6 cells proliferation, ATPlite luminescence, 48 h; cells starved in 0.2% serum; 100% = growth in 10% serum; proliferation, % at 10 µM; actives 0.29% (n = 330,000); AID 2380, 2010;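 active = compounds whose signal lies at least 3.5 SD above the mean of all wells on their plate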;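 note: 0% = DMSO-treated cells in low-serum medium and 100% = 10% serum control; some compounds called inactive have numbers as strong as hits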
NLRP3 yeast inh: NALP3 inflammasome inhibitors in reconstituted yeast, primary screen, luminescence, uHTS | Yeast reconstituted NLRP3/ASC/caspase-1, beta-gal luminescence, 24 h | inhibition, % at 10 µM | actives 0.39% (n = 330,000);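 active = inhibition of 50% or more; inactive = inhibition below 50%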;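 note: plate controls were induced DMSO wells for no effect and uninduced yeast grown without galactose for full effect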
Starred values were filed as active, the others as inactive. The list is partial, so the mix of outcomes need not match the whole.

The line under a structure holds: hIAP act	mIAP activ	hIAP inh	APOBEC3A inh	A3G deaminase	mIAP inh	SENP1 inh	beta cell repl	NLRP3 yeast inh
> NC(=O)c1ccccc1N=Cc1cccnc1
→ 1.1	1	-6	-3	-4	-1	0	0	3
> COC(=O)c1cc2occc2n1CC(=O)N(C)C1CCCCC1
→ 1.3	0.99	-30	5	4	1	-4	-3	9
> O=C1C=C(c2ccc(Oc3ccccc3)cc2)C[C@@H](c2ccc3c(c2)OCO3)C1
→ 0.83	0.78	17	-4	-7	22	0	-5	22
> Cc1ccc(CS(=O)(=O)CCC(=O)NCCN2CCCC2)cc1
→ 1.3	1	-30	5	1	-3	0	-2	0
> CNS(=O)(=O)c1cccc(C(=O)OCC(=O)N2c3ccccc3CC2C)c1 (configuration not stated)
→ 1.1	0.9	-6	1	0	10	3	0	-9
> CSc1nc2ccc(NC(=O)C3CC(=O)N(Cc4ccccc4)C3)cc2s1 (configuration not stated)
→ 1	1.1	-2	1	-1	-12	0	-2	2
> Cc1ccnc(N2CCC(C(=O)NCc3ccccc3F)CC2)n1
→ 1.1	1	-8	-1	1	-2	-1	2	6
> CC(=O)N1CC[n+]2c(-c3ccc(Cl)cc3)csc21
→ 0.96	0.91	4	-2	3	9	1	-3	17
> O=C(c1ccc(F)cc1)N1CCN(S(=O)(=O)c2ccc(Br)cc2)CC1
→ 1	1	-4	0	5	0	1	-2	0
> C#CCOCCOCCOCCNc1nc(N2CCN(C(=O)[C@H]([C@@H](C)O)n3cc(CCCCN)nn3)CC2)nc(N2CCN(C(=O)[C@H](C)n3cc(CCCN=C(N)N)nn3)CC2)n1
→ 0.82	1.1	18	-1	-7	-9	1	-2	-4
> COc1ccc(NC(=O)CSc2ccc3nnc(CCNC(=O)c4ccccc4)n3n2)cc1OC
→ 1.3	0.99	-30	1	1	1	1	1	-1
> COc1ccc(NC(=O)Nc2ccccc2F)cc1Cl
→ 0.89	1.4	11	0	-4	-44	-1	1	8
> CCOC(=O)C1CCN(C(=O)CNC(=O)OC(C)(C)C)CC1
→ 1.2	1.1	-18	1	5	-8	3	-2	9
> O=C(CCc1ccccc1)NC(NC(=S)Nc1ccc(Br)cc1)C(Cl)(Cl)Cl (configuration not stated)
→ 1.2	1.2	-18	1	-1	-16	1	-4	2
> Cc1ccc(S(=O)(=O)NCC(=O)NCC(=O)N2CCC(C)CC2)cc1
→ 1.1	0.97	-6	-5	6	3	1	-2	3
> CN1CCN(C(=O)c2ccc3c(Cl)c4c(nc3c2)CCCC4)CC1
→ 0.98	1.1	2	-5	-9	-8	0	1	9
> CC12CCC(C(N)=O)(c3nc4ccccc4nc31)C2(C)C (configuration not stated)
→ 1.1	1.1	-7	0	-3	-8	2	2	-7
> Cc1ccc(N(C(=O)Cn2nnc(-c3ccc(C)o3)n2)C(C(=O)NC2CCCC2)c2ccncc2)cc1 (configuration not stated)
→ 0.96	0.93	4	-2	-11	7	1	2	24
> O=C(O)CCCNS(=O)(=O)c1cccc2nsnc12
→ 1.2	1.1	-23	-3	-4	-9	3	-2	15
> Cc1cc(C)n(CCC(=O)N2CCCC(Nc3ccc(F)cc3)C2)n1 (configuration not stated)
→ 1.2	0.91	-24	0	-3	9	2	-5	10
> CC1=C(C(=O)OCC2CCCCC2)C(c2ccc(O)cc2)NC(=O)N1 (configuration not stated)
→ 0.95	1	5	0	-5	-5	1	1	-16
> O=C(NCCN1CCOCC1)C12CC3CC(C1)CC(c1ccccc1)(C3)C2
→ 1	1	0	-3	-6	-2	1	-3	-5
> COC(=O)COc1cccc(NS(=O)(=O)c2ccc(NC(C)=O)cc2)c1
→ 0.92	0.94	8	-2	-8	6	0	-1	3
> O=C(N/N=C/c1cccc([N+](=O)[O-])c1)C1CC(=O)N(c2ccc(Cl)cc2)C1 (configuration not stated)
→ 1.1	0.95	-13	-14	0	5	1	-1	17
> CCCN(CC1CC1)C(=O)Nc1ccccc1C
→ 1.2	0.96	-24	-2	-6	4	2	0	-2
> Cc1nn(C(C)C(=O)Nc2ccc3c(c2)OCO3)c(C)c1[N+](=O)[O-] (configuration not stated)
→ 0.91	0.94	9	8	-1	6	1	1	11
> CCCOC(=O)/C(C(N)=NCc1ccccc1)=C(\O)OCCC
→ 0.8	1	20	-2	-6	-2	-3	-4	6
> CC(NC(=O)C12CC3CC(CC(C3)C1)C2)C(=O)NN=Cc1ccc([N+](=O)[O-])o1 (configuration not stated)
→ 1.1	0.77	-13	4	10	23	-5	-7	4
> COCCNCC(=O)Nc1ccc(OC(F)(F)F)cc1
→ 1	1.1	-1	-3	-6	-9	1	-1	5
> CCn1c(=O)cc(OCC(=O)NC(C)c2ccc3c(c2)OCCO3)c2ccccc21 (configuration not stated)
→ 0.98	1	2	1	-1	-5	-1	-1	16
> COc1cccc2cc(C(C)N(CCCN3CCOCC3)C(=S)Nc3c(C)cccc3C)oc12 (configuration not stated)
→ 0.98	0.95	2	0	-4	5	6	1	-6
> C=CCNc1sc(C(=O)c2ccccc2)c(N)c1-c1nc2ccccc2s1
→ 1.1	0.75	-7	-1	0	25	-2	-5	18
> CCSc1cc(C)nc2c(-c3ccccc3)c(C)nn12
→ 0.87	1	13	-2	-4	-1	3	1	2
> O=C(Nc1cc(Cl)ccc1N1CCOCC1)c1ccc(N2CCCCC2)c([N+](=O)[O-])c1
→ 0.94	0.98	6	0	-6	2	2	-5	1
> O=C(NCc1cccs1)Nc1ccc2c(c1)OCO2
→ 0.94	1	6	2	3	-1	2	-3	8
> CCOC(=O)CC(=O)CSc1nc2c(sc(=S)n2-c2ccccc2)c(=O)[nH]1
→ 0.88	0.93	12	-1	-1	7	4	1	4
> Cc1ccc(C(=O)O)cc1NC(=O)C1CCN(S(=O)(=O)c2ccc3c(c2)OCCO3)CC1
→ 1	1	-1	-1	1	-2	2	-3	19
> CCOC(=O)C1=C(C)NC(=O)NC1c1ccc(N(CC)CC)cc1 (configuration not stated)
→ 0.84	1	16	-3	-11	-1	5	-1	3
> Cc1nc2nc3c(cn2n1)C(=O)CCC3
→ 0.98	0.93	2	-2	-7	7	-5	-1	22
> Cc1ccc(-n2c(SCC(=O)N3c4ccccc4Sc4ccccc43)nnc2-c2ccncc2)cc1
→ 0.98	0.95	2	-2	-2	5	2	-2	2
> COC(=O)C1=C(C(=O)OC)[C@@H]2Nc3ccccc3[C@@]23C[C@@H](C(=O)OC)N(C(=O)c2ccco2)C3=N1
→ 0.91	0.99	9	0	-3	1	-2	-4	0
> O=C(COc1ccc(Cl)cc1)NCc1nnc(SCC(=O)c2ccccc2)o1
→ 1.2	0.94	-20	0	-2	6	2	-1	0
> O=C(COc1ccc(Cl)cc1Br)Nc1ccccc1N1CCCC1
→ 0.91	1	9	1	2	-4	-1	-7	23
> Cc1cc(C)nc(SCc2ccc(C(=O)N/N=C/c3ccncc3)cc2)n1
→ 1	0.93	0	-2	-10	8	1	-2	10
> COc1ccccc1C(=O)NCC(c1cccs1)N1CCc2ccccc21 (configuration not stated)
→ 1.1	0.96	-11	-1	-6	4	-2	-6	13
> O=C(CN1CCN(C(=O)CNC(=O)c2ccc(N3CCCC3=O)cc2)CC1)Nc1ccccc1Cl
→ 1	1	-5	2	5	0	-2	-2	17
> O=C(Nc1ccon1)c1ccc(S(=O)(=O)N2CCOCC2)cc1
→ 0.95	0.94	5	2	-2	6	2	-2	18
> COc1ccc(S(=O)(=O)N(C)CC(=O)NC2CC2)cc1OC
→ 0.9	1	10	0	-5	0	0	-1	15
> Cc1ccccc1-n1c(=O)c2ccccc2n(CC(=O)NCc2ccco2)c1=O
→ 0.98	0.95	2	9	-5	5	1	-1	8
> O=C(CN1C(=O)NC2(CCCC2)C1=O)OCc1c(F)cccc1Cl
→ 0.97	0.94	3	6	2	6	0	2	7
> O=C1N=C(N2CCCCC2)S/C1=C\c1ccncc1
→ 0.99	1	1	3	19	0	2	1	14
> CCO[C@@H]1OC(C(=O)NC2CC2)=C[C@H](c2ccc(C(F)(F)F)cc2)[C@H]1CCCO
→ 1.1	1	-8	-1	-9	-1	1	0	-9
> CCOC(=O)c1cc2ccc(OC)c(OC)c2c(=O)s1
→ 1.1	0.99	-10	-3	0	1	-2	-2	40
> COCCN1CCn2c(nc3cc(NS(C)(=O)=O)ccc32)C1
→ 0.99	0.9	1	-3	-8	10	-3	-1	11
> O=C(O)c1ccc2nc(-c3ccco3)c(-c3ccco3)nc2c1
→ 1.1	0.52	-11	97	85	48*	-28	0	11
> CSc1ccc(C(=O)C2CCCN(S(=O)(=O)c3c(C)noc3C)C2)cc1 (configuration not stated)
→ 0.97	1	3	-2	-9	-2	2	0	9
> CCCCN(C1CCS(=O)(=O)C1)S(=O)(=O)c1ccc(OC)cc1 (configuration not stated)
→ 1.2	0.97	-24	0	-10	3	0	1	7
> O=C(CSc1ccc(Cl)cc1)N1CCC(c2nc3ccccc3s2)CC1
→ 1.1	1.1	-7	0	-3	-11	0	-4	24
> NC(=S)Cc1nc2n(n1)Cc1ccccc1-2
→ 1.1	0.87	-11	-7	-8	13	6	0	13
> CCOC(=O)N1CCN(C(=O)c2ccc(S(=O)(=O)Nc3cccc(C(F)(F)F)c3)cc2)CC1
→ 1.1	1	-10	1	5	-3	1	4	23
> CCN1C(=O)/C(=C\C=C2/C=CC=CN2CC)SC1=S
→ 0.86	0.78	14	19	6	22	8	0	18
> COc1ccc(OCCSc2nnc3c(Cl)cc(Cl)cn23)cc1
→ 1.1	0.99	-8	-2	-8	1	-9	-1	28

Molecules listed so far that have a CF3 group:
The line under a structure holds: hIAP act	mIAP activ	hIAP inh	APOBEC3A inh	A3G deaminase	mIAP inh	SENP1 inh	beta cell repl	NLRP3 yeast inh
> COCCNCC(=O)Nc1ccc(OC(F)(F)F)cc1
→ 1	1.1	-1	-3	-6	-9	1	-1	5
> CCO[C@@H]1OC(C(=O)NC2CC2)=C[C@H](c2ccc(C(F)(F)F)cc2)[C@H]1CCCO
→ 1.1	1	-8	-1	-9	-1	1	0	-9
> CCOC(=O)N1CCN(C(=O)c2ccc(S(=O)(=O)Nc3cccc(C(F)(F)F)c3)cc2)CC1
→ 1.1	1	-10	1	5	-3	1	4	23
